# Source: PubChem
# PI4K2A inh = PI4K2A (human) kinase inhibition. purified PI4K2A, ADP-Glo luminescence, 1 h; hits give low values. Q9BTU6. hit rate 0.13% among 420,000. activity change, negative = inhibition, % at 76.9 µM. AID 1346378; in the data active = activity change below about -50%; inconclusive = mostly about -30% to -49%;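 note: -100% = wells without enzyme as full effect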
# Target sequence (Q9BTU6 whole entry, looked up): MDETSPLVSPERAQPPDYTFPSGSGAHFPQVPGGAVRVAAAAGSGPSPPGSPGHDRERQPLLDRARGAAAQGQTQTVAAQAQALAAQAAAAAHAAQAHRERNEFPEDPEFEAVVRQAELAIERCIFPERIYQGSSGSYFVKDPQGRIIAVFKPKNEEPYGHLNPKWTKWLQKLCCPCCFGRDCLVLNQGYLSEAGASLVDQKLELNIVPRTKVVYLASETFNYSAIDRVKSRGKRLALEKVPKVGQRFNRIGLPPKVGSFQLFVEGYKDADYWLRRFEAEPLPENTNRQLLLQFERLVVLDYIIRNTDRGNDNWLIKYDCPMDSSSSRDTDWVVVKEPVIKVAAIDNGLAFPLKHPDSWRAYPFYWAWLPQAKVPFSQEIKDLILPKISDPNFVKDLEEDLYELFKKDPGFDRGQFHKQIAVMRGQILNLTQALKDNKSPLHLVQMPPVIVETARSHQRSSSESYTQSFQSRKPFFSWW
#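 Compounds are screened against recombinant PI4K2A using PI as substrate and ATP, the latter dispensed at 300 microM. Reactions run one hour at ambient temperature before ADP-Glo detection; full inhibition defined by wells lacking enzyme.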
# USP1-UAF1 inh = USP1/UAF1 (human) deubiquitinase inhibition | recombinant USP1/UAF1, Ub-Rhodamine cleavage fluorescence | Potency, µM (titrated, usually from 57.1 µM), inactives show at the highest dose activity change, negative = inhibition, most hits filed as inhibitors | hit rate 0.23% among 390,000; note: potency is the fitted concentration of half-maximal effect; % is set by controls: 0 for no effect and ±100 for the full control effect; nearly all actives have a fitted effect of over 60% in size; inactives centre near -12
#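 In this screen, compounds sit with the deubiquitinase complex (1nM) for 15 min at room temperature before Ub-Rho is added at 150nM final. Fluorescence rise is then followed for 6 reads every 60 seconds.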
# LDHA inh = inhibitors of human lactate dehydrogenase A; activity change, % (values are at about 110 or 230 µM); purified LDHA, NADH/diaphorase-resazurin fluorescence; hits give low values; P00338; hit rate 0.15% among 480,000; in the data active = activity change below about -30%; inconclusive = mostly about -25% to -30%;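 note: plate controls were DMSO wells for no effect and wells without enzyme for full effect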
#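 Remaining NADH was detected by diaphorase (0.133 mg/mL) converting 37 µM resazurin to fluorescent resorufin, read at 0 and 20 minutes. The preceding 5-minute room-temperature reaction used 2 nM LDHA, 0.2 mM sodium pyruvate and 0.06 mM NADH at pH 7.4.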
# RXFP1 ag = RXFP1 (human) receptor agonism; hit rate 0.3% among 370,000; Potency, µM (doses to about 57.5 µM), inactives show at the highest dose activation, usual class: activators; HEK293T-RXFP1 cAMP TR-FRET, 30 min; response scale: percent of porcine relaxin response, buffer zero; note: potency is the fitted concentration of half-maximal effect; % is set by controls: 0 for no effect and ±100 for the full control effect; nearly all actives have a fitted effect of over 60% in size; many of its hits are not listed in these tables
#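 cAMP rise read by TR-FRET after 30 min, 37C compound exposure (up to 58 uM) in RXFP1-transfected HEK293 cells with Ro 20174 present. EC50 from Hill-equation fits, with 29 nM porcine relaxin as 100% and buffer as basal.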
# Vif-APOBEC3G blk = blocks the Vif interaction with human APOBEC3G; Potency, µM (highest dose often 46.1 µM), without a hit: top-dose activity, negative = active, hits mostly inhibitors; AID 602310; hit rate 0.076% among 410,000; HeLa A3G-eYFP + Vif (tagged APOBEC3G with the HIV-1 protein that degrades it), YFP fluorescence, overnight; Q9HC16;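 note: potency is the fitted concentration of half-maximal effect; % is set by controls: 0 for no effect and ±100 for the full control effect; nearly all actives have a fitted effect of over 60% in size; hits raise eYFP signal because A3G escapes Vif-driven loss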
#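 HeLa cells stably expressing Vif and C-terminally eYFP-tagged A3G, seeded overnight at 37 deg C, then exposed to compound by pintool overnight at 37 deg C. Rise in yellow fluorescence (Ex 488/Em 500-530, Acumen) marks blocked Vif-driven A3G degradation.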
# mIDH1 inhibitor = blocks human mutant IDH1 R132H enzyme. hit rate 0.093% among 390,000. Potency, µM (top dose mostly 76.6 µM), inactives show at the top dose activity change, negative = inhibition, hits mostly inhibitors. O75874. IDH1-R132H enzyme, NADPH consumption, diaphorase/resazurin fluorescence; note: potency is the fitted concentration of half-maximal effect; % is set by controls: 0 for no effect and ±100 for the full control effect; nearly all actives have a fitted effect of over 65% in size
#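 IDH1-R132H (0.5 ug/mL dispensed) in pH 7.5 Tris buffer was preincubated 30 min with compound, then given a substrate mix of 0.016 mM NADPH and 2 mM alpha-KG for 80 min at room temperature; remaining NADPH was read by diaphorase/resazurin fluorescence.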
# TrxR1 substrate = is turned over as a substrate by rat TrxR1; AID 588456; O89049; purified TrxR1 substrate turnover, NADPH consumption readout; Potency, µM (series often up to 114 µM), for the others: top-dose activity change, negative = substrate turnover; hit rate 0.01% among 390,000; note: potency is the fitted concentration of half-maximal effect; % is set by controls: 0 for no effect and ±100 for the full control effect; nearly all actives have a fitted effect of over 50% in size
# Target sequence (O89049 whole entry, looked up): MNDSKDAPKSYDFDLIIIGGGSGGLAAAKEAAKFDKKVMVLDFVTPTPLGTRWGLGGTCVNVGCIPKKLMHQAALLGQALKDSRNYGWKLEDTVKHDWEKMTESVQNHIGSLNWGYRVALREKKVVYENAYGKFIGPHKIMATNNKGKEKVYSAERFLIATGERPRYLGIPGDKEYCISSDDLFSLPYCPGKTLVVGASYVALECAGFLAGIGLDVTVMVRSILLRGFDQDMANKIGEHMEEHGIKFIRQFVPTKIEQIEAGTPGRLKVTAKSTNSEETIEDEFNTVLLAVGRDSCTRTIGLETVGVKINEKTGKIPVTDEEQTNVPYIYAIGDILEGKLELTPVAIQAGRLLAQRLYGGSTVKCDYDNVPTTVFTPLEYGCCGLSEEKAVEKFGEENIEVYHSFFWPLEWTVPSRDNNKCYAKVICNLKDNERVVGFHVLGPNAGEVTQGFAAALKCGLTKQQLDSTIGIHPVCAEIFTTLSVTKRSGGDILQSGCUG
#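 Rat TrxR1, dispensed at 90 nM, was prereduced with 400 uM NADPH (final) for 5 min at ~22 deg C, then incubated with compound 15 min before 400 uM selenite. A first-read NADPH fluorescence drop versus no-compound background flagged substrates.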
# Glioma ERSR ind = inducers of ER stress response in human glioma cells; U87-MG GRP78 promoter luciferase reporter, 16 h; Potency, µM, without a hit: top-dose activation, actives largely listed as activators; hit rate 0.02% among 420,000; AID 602332; note: potency is the fitted concentration of half-maximal effect; series mostly up to about 76 µM; % of control where 0% means no effect; nearly all actives have a fitted effect of over 35% in size
#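 Stably transfected U87-MG human glioma cells carrying a GRP78-based luminescent sensor were seeded at 1000 cells/well, pin-dosed with compounds and incubated 16 h. Luciferase reagent was then added, and end-point luminescence was read after 10 min at room temperature.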
# Vif-APOBEC3F blk = Vif-A3F binding inhibition; HeLa A3F-eYFP + Vif (tagged APOBEC3F with the HIV-1 protein that degrades it), YFP fluorescence increase; Potency, µM (highest dose often 46.1 µM), for inactives: top-dose activity, negative = active; hit rate 0.2% among 390,000; AID 602313; note: potency is the fitted concentration of half-maximal effect; % of control where 0% means no effect; nearly all actives have a fitted effect of over 65% in size
#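 HeLa cells stably expressing Vif plus C-terminally eYFP-tagged A3F were seeded, incubated overnight at 37 deg C, dosed with compound, incubated overnight again at 37 deg C. Yellow fluorescence (Ex 488/Em 500-530) reported blocked Vif-mediated A3F-eYFP degradation.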
# * = called active by the depositor; ? = inconclusive; . = no result given; [ ] = remark or other dose. Unless noted, calls come from the whole dose curve; as a rule, active = well fitted curve in the direction sought with a large enough effect; inconclusive = small, poorly fitted or top-dose-only effect, or another doubt; inactive = no such curve, though single readings can be large; an effect the other way counts as inactive or inconclusive. An excerpt (hit frequency here may not be typical).
SMILES,PI4K2A inh,USP1-UAF1 inh,LDHA inh,RXFP1 ag,Vif-APOBEC3G blk,mIDH1 inhibitor,TrxR1 substrate,Glioma ERSR ind,Vif-APOBEC3F blk
O=C(CCc1nnc2ccc(N3CCC4(CC3)OCCO4)nn12)Nc1ccc(F)cc1,6,-4%,0,26%,3%,9%,-1%[57.1 µM],1%,-4%
Cc1ccc(OCc2n[nH]c(=S)n2-c2ccc(C)cc2)cc1,-5,-16%,1,1.5%,-4%,0%,-6%,1%,3%
O=C(O)C1CCCN(S(=O)(=O)c2cccs2)C1 (configuration not stated),1,-5%,-1,-1.3%,-1%,-2%,12%[57.1 µM],-2%,-6%
O=C(O)CCCCCNC(=O)CCn1cnc2ccccc2c1=O,0,-15%,2,1.5%,0%,1%,-5%,-4%,-3%
Clc1cc2c(nn1)Nc1ccccc1S2,-2,-9%,-6,2.5%,1%,1%,0%,0%,-19%
O=C(COC(=O)/C=C/c1ccc([N+](=O)[O-])cc1)Nc1ccc2[nH]c(=O)[nH]c2c1,-9,-2%,-3,0.4%,4%,3%,-11%,-1%,5%
O=[N+]([O-])c1cc(Br)c(Nc2ccccc2)c([N+](=O)[O-])c1,17,-17%,-4,7.0%,-28%,3%,-1%,-12%,1%
O=c1[nH]c2cc3ccccc3cc2nc1C(F)(F)F,-1,?,-2,6.4%,0%,2%,5%[57.1 µM],-2%,0%
COc1ccc(/C=C/C(=O)c2ccc3ccccc3c2O)cc1CN1CCOCC1,-1,-19%,3,2.0%,0%,5%,5%[57.1 µM],-1%,-8%
CCN(Cc1nc2ccccc2c(=O)[nH]1)Cc1nc2cc(OC)c(OC)cc2c(=O)[nH]1,-3,-25%,3,1.8%,1%,7%,-4%,-4%,2%
COc1ccc(C(=O)CN2CCN(S(=O)(=O)c3ccc(C(C)C)cc3)CC2)cc1,-13,-19%,-1,3.7%,-2%,6%,3%[57.1 µM],-3%,0%
CCOC(=O)N1CCN(c2ccccc2OC)CC1,-3,-12%,-6,0.0%,2%,3%,2%[57.1 µM],-4%,-6%
Cc1ccc(Cn2c(=O)c3ccccc3n3c(-c4cccc(O)c4)nnc23)cc1,-3,-2%,-7,-5.3%,3%,-2%,-1%,1%,-6%
CN1CCN(C(=S)c2ccc(Cl)cc2)CC1,2,2%,-1,-0.4%,-1%,2%,-4%,-1%,.
CCCCN(CC)c1nc(N)c(C#N)c(CC#N)c1C#N,8,?,3,-1.0%,-6%,1%,0%,-2%,-2%
CC(=O)N1c2ccccc2CC1C(=O)N1CCN(c2ccc(F)cc2)CC1 (configuration not stated),3,-28%,5,1.8%,1%,18%,-2%[57.1 µM],-5%,-1%
Cc1nn(Cc2noc(C(=O)NCCc3ccccn3)n2)c(C)c1Br,1,-17%,4,-0.1%,1%,2%,-1%,-2%,-6%
O=C(Nc1nc2ccc(S(=O)(=O)N3CCCC3)cc2s1)c1ccco1,-5,-17%,0,4.1%,-7%,5%,-6%,-2%,?
CO[C@H](C(=O)N(C)C[C@@H]1OCc2ccccc2-c2c(n(C)c3ccccc23)C(=O)N([C@H](C)CO)C[C@@H]1C)c1ccccc1,-1,-21%,2,.,0%,10%,.,-4%,-11%
c1ccc(CN2CCN(C(c3ccccc3)c3nnnn3Cc3ccccc3)CC2)cc1 (configuration not stated),-2,-1%,-1,0.0%,3%,2%,3%[11.4 µM],-5%,4%
CCOc1[nH]n(-c2ccc(Cl)cc2)c(=O)c1C=NCC(=O)OC,3,-11%,-2,-0.2%,-9%,10%,-7%,-7%,-8%
CC1(C)CC(=O)C2=C(C1)N(c1ccc(F)cc1)C(=O)CC2c1ccccc1 (configuration not stated),3,-17%,-2,1.0%,1%,6%,7%[57.1 µM],-5%,9%
COc1ccccc1-c1noc(CCC(=O)Nc2ccccc2Cl)n1,6,-7%,-5,-1.4%,-5%,4%,11%[57.1 µM],-5%,0%
CC(OC(=O)CCN=C1NS(=O)(=O)c2ccccc21)C(=O)c1ccccc1 (configuration not stated),3,3%,-3,0.1%,1%,2%,4%,2%,9%
COC(=O)c1cnc2c(c1C(=O)OC)c(=O)n(C)c(=O)n2C,4,-14%,-5,1.9%,2%,2%,18%,-3%,6%
# Later entries.
SMILES,PI4K2A inh,USP1-UAF1 inh,LDHA inh,RXFP1 ag,Vif-APOBEC3G blk,mIDH1 inhibitor,TrxR1 substrate,Glioma ERSR ind,Vif-APOBEC3F blk
COc1ccccc1C1=Nn2c(nc3sc(C(=O)Nc4ccccc4Cl)c(C)c3c2=O)SC1,-8,6%,-17,1.0%,0%,-4%,-5%,-3%,-4%
Cc1cnc2nc(-c3ccccc3)ccc2c1,-5,.,-5,.,0%,.,.,-9%,.
NS(=O)(=O)c1ccc(CCNC(=O)COC(=O)CCSc2ccc(Cl)cc2)cc1,3,-5%,-5,1.8%,-2%,-5%,4%,2%,-10%
N#Cc1cccc(NC(=O)C2CCCN(C(=O)c3ccc(Cl)cc3)C2)c1 (configuration not stated),-4,-17%,-2,-2.4%,3%,-9%,2%,0%,0%
Cc1ccc(OCC(=O)Oc2ccc(C(C)C)cc2)cc1,2,-6%,4,1.2%,0%,10%,-2%[57.1 µM],-8%,5%
Cc1ccc(S(=O)(=O)NCCCCC(NC(=O)OC(C)(C)C)C(=O)O)cc1 (configuration not stated) (tested in a mixture with another compound),-4,-23%,-4,-3.8%,-1%,4%,-13%[57.1 µM],-1%,-5%
Cc1ccc(S(=O)(=O)N2CCN(c3ccccc3)CC2)c(C)c1,-19,-1%,-3,-0.6%,5%,2%,-1%,-3%,-4%
O=C(CN1C(=O)NC(c2ccccc2)(c2ccccc2)C1=O)NC1CCCC1,-23,-20%,-4,1.4%,-12%,5%,0%,-4%,-17%
Cc1ccc2nc(N3CCN(c4ccccc4)CC3)c3nnnn3c2c1,-2,-2%,-6,0.3%,-5%,-16%,5%,-1%,-5%
COc1cc(-c2coc3c(C(=O)NCc4ccc(N(C)C)cc4)cccc23)ccc1O,-3,.,-1,.,-2%,.,.,0%,.
Cc1cccc(NC(=O)C2COc3ccccc3O2)n1 (configuration not stated),3,-10%,1,1.0%,-1%,-2%,4%,6%,3%
COc1ccc2[nH]c3c(=O)n(Cc4ccc(C(=O)NCC5CCCO5)cc4)c(=S)[nH]c3c2c1 (configuration not stated),-23,-4%,-9,8.0%,0%,-2%,7%,-2%,-6%
CC(=O)c1cccc(Nc2c3c(nc4ccccc24)CCC3)c1,-1,-13%,-3,3.2%,?,-6%,-1%,-5%,-2%
CCCCOC(=O)/C(=C/C=C/c1ccccc1)NC(=O)c1ccccc1,-6,-20%,-1,0.5%,-6%,2%,2%[57.1 µM],2%,2%
CC(C)(C)c1cc(C(=O)NCCCn2ccnc2)cc(C(C)(C)C)c1,-2,-6%,1,7.9%,2%,4%,-1%,2%,0%
CC(/C=C/c1ccccc1)=N\NC(=O)CSc1ccccn1,2,-17%,-2,-0.9%,-2%,12%,-3%,-1%,-7%
Cc1nn(-c2ccccc2)c2nc(=O)n(-c3ccccc3)cc12,-6,-2%,-4,1.6%,-8%,-4%,11%[57.1 µM],-1%,7%
CS(=O)(=O)Nc1ccc(S(=O)(=O)Nc2nccs2)cc1,-2,-23%,-4,0.2%,-1%,0%,4%,-7%,1%
O=C(CCN1CCN(Cc2ccccc2)CC1)NNC(=O)Cc1ccc(Cl)c(Cl)c1,2,-15%,-2,-0.1%,-10%,4%,-5%,-5%,-3%
Cc1ccc(C(=O)C(C)OC(=O)CCN=C2NS(=O)(=O)c3ccccc32)cc1 (configuration not stated),-1,-14%,-4,0.0%,-3%,5%,15%[57.1 µM],0%,5%
C=CCOc1ccc(C2/C(=C(\O)c3ccc4c(c3)OCCO4)C(=O)C(=O)N2CCCN2CCOCC2)cc1 (configuration not stated),2,-11%,-1,?,-2%,-11%,-2%,0%,0%

# Compound profiles (already shown). Screens in order: PI4K2A inh | USP1-UAF1 inh | LDHA inh | RXFP1 ag | Vif-APOBEC3G blk | mIDH1 inhibitor | TrxR1 substrate | Glioma ERSR ind | Vif-APOBEC3F blk
# Shown for `COc1cc(-c2coc3c(C(=O)NCc4ccc(N(C)C)cc4)cccc23)ccc1O` = -3 | . | -1 | . | -2% | . | . | 0% | .
# Shown for `Cc1ccc(S(=O)(=O)N2CCN(c3ccccc3)CC2)c(C)c1` = -19 | -1% | -3 | -0.6% | 5% | 2% | -1% | -3% | -4%

# Single values from above:
# Vif-APOBEC3G blk with `Cc1cnc2nc(-c3ccccc3)ccc2c1` = 0%
# Vif-APOBEC3F blk with `Cc1ccc(S(=O)(=O)N2CCN(c3ccccc3)CC2)c(C)c1` = -4%

# In the list so far, 2 contain a tert-butyl group.
SMILES,PI4K2A inh,USP1-UAF1 inh,LDHA inh,RXFP1 ag,Vif-APOBEC3G blk,mIDH1 inhibitor,TrxR1 substrate,Glioma ERSR ind,Vif-APOBEC3F blk
Cc1ccc(S(=O)(=O)NCCCCC(NC(=O)OC(C)(C)C)C(=O)O)cc1 (configuration not stated) (tested in a mixture with another compound),-4,-23%,-4,-3.8%,-1%,4%,-13%[57.1 µM],-1%,-5%
CC(C)(C)c1cc(C(=O)NCCCn2ccnc2)cc(C(C)(C)C)c1,-2,-6%,1,7.9%,2%,4%,-1%,2%,0%
